Source: PubChem BioAssay (several laboratories)
G6PDH counter – L. mesenteroides G6PDH inhibitors, counter-screen for G6PDH-coupled screening assays, biochemical, Leuconostoc mesenteroides enzyme. inhibition, % at 5 µM. Purified L. mesenteroides G6PDH, diaphorase/resazurin coupled fluorescence, 45 min. glucose-6-phosphate dehydrogenase [Leuconostoc mesenteroides]. 0.12% of 200,000 active. AID 1020, 2008; in the data active means inhibition above about 50%
Diaphorase inh – diaphorase inhibitors and chemical oxidizers, primary screen, counter-screen for diaphorase-coupled primary assays, biochemical, uHTS, resorufin fluorescence. diaphorase resazurin-to-resorufin fluorescence, NADH, 16 min; bacterial (C. kluyveri) enzyme, not human. inhibition, % at 20 µM. 0.69% of 190,000 active. AID 1217, 2008;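 active means primary screen inhibition at 20 µM above a set limit, cut at about 50% in these data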;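 further: plate controls were DMSO with full reaction for no effect and wells lacking NADH for full effect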
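Assay system: diaphorase enzyme from Clostridium kluyveri. Quantity: enzyme working solution with 0.14 U/mL diaphorase. Schedule: reaction incubation of 16 min at room temperature. Technique: resorufin fluorescence, excitation 544 nm, emission 590 nm. Controls: No-NADH positive control and DMSO neutral control.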
Diaphorase act – compounds boosting diaphorase resazurin reduction – biochemical, uHTS, resorufin fluorescence, counter-screen for diaphorase-coupled primary assays, primary screen. Diaphorase/resazurin coupled assay, 16 min; stronger effect = higher value; 1 = vehicle wells, 0 = NADH-free wells. 0.005% of 190,000 active. activation factor at 20 µM;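 active means diaphorase activity raised at least twofold by the compound at 20 µM; inactive means activation factor below 2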
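Measured by – red resorufin fluorescence at 544/590 nm excitation/emission · Test system – Clostridium kluyveri diaphorase, purified enzyme · Incubation – reaction time 16 min, room temperature · Buffer or medium – 50 mM HEPES pH 7.4 with 4.542 mM MgCl2, 0.005% Tween 20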
Hsp70 act – Hsp70 transcriptional activators, primary screen, cell-based, HeLa, Hsp70 promoter luciferase, luminescence, 10 µM; HeLa Hsp70 promoter luciferase reporter; scaled: vehicle 0, proteasome-inhibitor control 100%; activation, % at 10 µM; 0.04% of 200,000 active;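 active means activation above the mean across all tested compounds plus 3 SD, cutoff set per campaign, cut at about 5.5% in these data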;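 further: 100% = MG132 at 30 µM as the positive control and 0% = DMSO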
TLR4-MyD88 BLA – inhibitors of TLR4-MyD88 association in cells, primary screen, cell-based, HeLa CL3-4, BLA complementation, FRET ratio; inhibition, % at 8.4 µM; 0.18% of 200,000 active; HeLa CL3-4 TLR4/MyD88 BLA complementation; Toll-like receptor 4 (Homo sapiens) + Myeloid differentiation primary response protein …; in the data active means inhibition above about 25%;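 further: 0% = vehicle and 100% = reference inhibitor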
Target sequence (O00206 whole entry, looked up): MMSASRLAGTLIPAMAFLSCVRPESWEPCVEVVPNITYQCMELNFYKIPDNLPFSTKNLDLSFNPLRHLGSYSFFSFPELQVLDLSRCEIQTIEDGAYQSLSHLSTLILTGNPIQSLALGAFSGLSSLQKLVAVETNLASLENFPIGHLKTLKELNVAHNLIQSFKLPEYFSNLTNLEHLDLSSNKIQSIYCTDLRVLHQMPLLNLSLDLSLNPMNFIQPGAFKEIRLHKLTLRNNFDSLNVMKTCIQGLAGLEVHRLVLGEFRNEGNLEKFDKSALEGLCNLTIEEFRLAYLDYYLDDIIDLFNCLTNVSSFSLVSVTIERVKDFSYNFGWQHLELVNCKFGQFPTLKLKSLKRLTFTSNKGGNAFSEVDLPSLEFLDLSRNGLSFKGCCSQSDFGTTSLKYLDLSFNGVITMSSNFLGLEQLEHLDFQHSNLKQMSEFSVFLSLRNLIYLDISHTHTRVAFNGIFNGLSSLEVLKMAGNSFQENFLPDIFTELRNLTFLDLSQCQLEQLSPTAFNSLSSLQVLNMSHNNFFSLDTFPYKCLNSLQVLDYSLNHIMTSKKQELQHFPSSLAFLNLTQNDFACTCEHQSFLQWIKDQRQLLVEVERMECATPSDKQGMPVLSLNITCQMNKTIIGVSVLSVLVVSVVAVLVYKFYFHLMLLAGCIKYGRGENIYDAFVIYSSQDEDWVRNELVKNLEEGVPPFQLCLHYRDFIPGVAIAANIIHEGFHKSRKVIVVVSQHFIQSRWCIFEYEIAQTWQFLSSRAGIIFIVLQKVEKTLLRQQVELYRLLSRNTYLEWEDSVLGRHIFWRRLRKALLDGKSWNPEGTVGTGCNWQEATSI
Target sequence (Q99836 whole entry, looked up): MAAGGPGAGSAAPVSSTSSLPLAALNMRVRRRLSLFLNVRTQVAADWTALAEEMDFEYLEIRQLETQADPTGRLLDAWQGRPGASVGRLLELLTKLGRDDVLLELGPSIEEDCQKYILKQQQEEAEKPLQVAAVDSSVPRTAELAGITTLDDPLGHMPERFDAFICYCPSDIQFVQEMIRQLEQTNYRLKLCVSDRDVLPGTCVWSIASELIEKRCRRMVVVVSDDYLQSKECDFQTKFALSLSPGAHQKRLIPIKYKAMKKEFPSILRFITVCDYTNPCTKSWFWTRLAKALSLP
STAT1 activator – STAT1 signaling activators, primary screen, cell-based, HTS, luciferase reporter; NIH 3T3 STAT1-luciferase reporter, IFN-gamma, luminescence; 100% = IFN-gamma alone, no compound; activation (% of control), % at 5.5 µM; 2.6% of 200,000 active; AID 932, 2007;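 active means activation above the screen-wide mean activation plus 3 SD, cut at about 130% in these data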;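 further: raw ratio to IFN-gamma control signal so 100% means no change and 0% no light; values of inactives mirror those of a sister screen read the other way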
STAT3 inh – IL-6 driven STAT3 reporter inhibitors, primary screen, U3A cells, luciferase, luminescence, MLSCN library. inhibition, % at 5.5 µM. IL-6 STAT3-luciferase reporter; host cell line lacks STAT1. 0.89% of 190,000 active;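 active means inhibition above the mean inhibition across all screened compounds plus 3 SD, cut at about 44% in these data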;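 further: 0% = DMSO only wells and 100% = 100 µM nifuroxazide control wells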
STAT3 act – IL-6 driven STAT3 reporter potentiators, primary screen, U3A cells, luciferase, luminescence, MLSCN library; IL-6 STAT3-luciferase reporter; 100% = signal with IL-6 EC80 alone; activation (% of control), % at 5.6 µM; 0.91% of 190,000 active; AID 871, 2007;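 active means activation above the screen-wide mean of compound activation plus 3 SD, cut at about 130% in these data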;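 further: 0% = background luminescence of wells with medium and substrate only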
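Material: STAT3-luciferase reporter U3A cells; Probe or stimulus: IL-6 (33 ng/mL); Incubation: compound pre-incubation 1 h before IL-6, then 6 h stimulation at 37 °C; Technique: luminescence from STAT3-driven luciferase reporter; Evaluation: % activation versus median of IL-6-stimulated wells; Controls: IL-6-only high control.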
APP 5UTR inh – inhibitors of APP translation via 5'UTR reporter, primary screen, APP 5'UTR luciferase, SH-SY5Y cells; inhibition, % at 2 µM; 0.82% of 190,000 active; SH-SY5Y APP 5'UTR-luciferase reporter, luminescence; AID 1285, 2008;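 active means inhibition above a set limit, derived from the sample mean plus 3 SD, cut at about 45% in these data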; further: values of inactives mirror those of a sister screen read the other way
STAT1 blocker – STAT1 signaling inhibitors, primary screen, cell-based, HTS, luciferase reporter; inhibition, % at 5.5 µM; NIH 3T3 STAT1-luciferase reporter, IFN-gamma, luminescence; 0.35% of 200,000 active;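 active means inhibition above a set limit, the mean inhibition across all tested compounds plus 3 SD, cut at about 34% in these data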;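 further: 0% = IFN-gamma with DMSO and 100% = IFN-gamma with 300 µM nifuroxazide; values of inactives mirror those of a sister screen read the other way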
Active calls of the source: *; . = not tested or not shown.

1: O=C(N/N=C/c1ccccc1Cl)c1nc2ccc([N+](=O)[O-])cc2c(=O)[nH]1
2: CC(=O)N(CC1CCCO1)C1(C(=O)NC2CCCC2)CCCCC1 (centres undefined)
3: COc1ccc(C(=O)NC(=S)NC2CCSC2=O)cc1 (centres undefined)
4: C=CCN1CCN(C(CC(C)C)c2nnnn2CCOC)CC1 (centres undefined)
5: Cc1cc(C(=O)COC(=O)c2ccc(N)cc2)c(C)n1-c1c(C)n(C)n(-c2ccccc2)c1=O
6: COCCNc1nnc(SCC(=O)c2c[nH]c3ccccc23)s1
7: O=[N+]([O-])c1ccc(/C=N/Nc2cc(Cl)nc(-c3ccccc3)n2)cc1
8: CCC(C(=O)OCCN(CC)CC)c1ccccc1 (centres undefined)

Screen / compound no.,1,2,3,4,5,6,7,8
G6PDH counter,2,1,2,4,8,8,1,8
Diaphorase inh,58*,5,14,13,6,1,9,15
Diaphorase act,0.4,1,0.9,0.9,0.9,1,0.9,0.8
Hsp70 act,-0.3,-0.3,-0.1,-0.3,-0.2,-0.4,-0.3,-0.4
TLR4-MyD88 BLA,1,7,-3,-11,-8,2,-3,.
STAT1 activator,96,95,111,104,92,84,101,100
STAT3 inh,8,7,6,10,1,-42,8,8
STAT3 act,97,93,96,96,104,141*,99,95
APP 5UTR inh,-9,13,-8,-12,10,-21,6,13
STAT1 blocker,3,6,-13,-6,7,19,-1,0

One compound at a time, from the list above.
`Cc1cc(C(=O)COC(=O)c2ccc(N)cc2)c(C)n1-c1c(C)n(C)n(-c2ccccc2)c1=O` in the list: G6PDH counter = 8; Diaphorase inh = 6; Diaphorase act = 0.9; Hsp70 act = -0.2; TLR4-MyD88 BLA = -8; STAT1 activator = 92; STAT3 inh = 1; STAT3 act = 104; APP 5UTR inh = 10; STAT1 blocker = 7
`O=[N+]([O-])c1ccc(/C=N/Nc2cc(Cl)nc(-c3ccccc3)n2)cc1` in the list: G6PDH counter = 1; Diaphorase inh = 9; Diaphorase act = 0.9; Hsp70 act = -0.3; TLR4-MyD88 BLA = -3; STAT1 activator = 101; STAT3 inh = 8; STAT3 act = 99; APP 5UTR inh = 6; STAT1 blocker = -1

The list goes on.
9: C=CCSc1nc(=O)n2ccc(C)cc2n1
10: CCCCOC(=O)Nc1nnc(SCCOc2ccc(C)cc2)s1
11: CCOC(=O)c1c(NC(=O)CSc2nnc(C)c(=O)[nH]2)sc(C)c1C
12: CCN(CC)C(=O)CSc1nc2c(sc(=S)n2Cc2ccco2)c(=O)n1-c1ccccc1
13: C=C(C)c1cccc(C(C)(C)NC(=O)NC2CC(C)(C)NC(C)(C)C2)c1
14: COc1ccc(CC(=O)Nc2ccc3nc(SC)sc3c2)cc1OC
15: CCOc1ccc(N2C(=O)CC(N(CCc3ccc(OC)cc3)C(=O)/C=C/C(=O)O)C2=O)cc1 (centres undefined)
16: COc1ccc(C(=O)OCC[N+]2(C)CCCCC2)cc1

Screen / compound no.,9,10,11,12,13,14,15,16
G6PDH counter,6,-12,12,1,3,1,11,11
Diaphorase inh,28,3,4,51*,-3,9,-3,2
Diaphorase act,0.7,1,1,0.5,1,0.9,1,1
Hsp70 act,-0.2,-0.5,-0.1,-0.2,-0.3,-0.2,-0.3,1.2
TLR4-MyD88 BLA,-2,2,11,11,-1,1,-25,-8
STAT1 activator,111,99,99,95,95,91,106,100
STAT3 inh,4,-2,5,-2,-8,-18,-2,8
STAT3 act,104,105,99,105,108,123,102,94
APP 5UTR inh,-1,5,7,17,-1,6,7,-13
STAT1 blocker,-12,1,1,5,4,8,-9,-2

17: O=C(NC1CCCCC1)N(Cc1nc2ccccc2c(=O)[nH]1)C1CCCC1
18: CC1CCc2c(sc3ncnc(NS(=O)(=O)c4cccs4)c23)C1 (centres undefined)
19: COc1ccc(CC2(C)OC(c3ccccc3)=NN2C(C)=O)cc1 (centres undefined)
20: COc1ccc(N=C(N)N=C(N)N)c(OC)c1
21: Cc1ccnc(Nc2nc(-c3c(C)nc4sccn34)cs2)c1
22: O=P(c1ccccc1)(c1ccccc1)c1nc(-c2ccc(Cl)cc2)oc1N1CCOCC1
23: CCOc1ccccc1N(CC(=O)Nc1ccc(C)cc1)S(C)(=O)=O
24: CCc1cc2c(SCC(=O)NC(=O)c3cccn3C)ncnc2s1

Screen / compound no.,17,18,19,20,21,22,23,24
G6PDH counter,-1,2,2,3,12,3,2,2
Diaphorase inh,7,13,3,0,29,19,14,21
Diaphorase act,0.9,0.9,1,1,0.7,0.8,0.9,0.8
Hsp70 act,-0.4,-0.3,-0.3,0.0,-0.3,-0.2,-0.3,-0.1
TLR4-MyD88 BLA,5,-13,4,-14,7,0,3,-2
STAT1 activator,99,106,97,102,128,100,104,94
STAT3 inh,4,-2,-5,-4,39,17,7,-10
STAT3 act,101,112,102,105,69,92,100,110
APP 5UTR inh,2,-31,-8,3,-73,-14,5,-6
STAT1 blocker,2,-8,4,-3,-30,-1,-3,5

25: CCc1nc(SCCO)c2oc3ccccc3c2n1
26: O=C(c1nc2ccccn2c1CNCCOc1cccnc1)N1CCOCC1
27: O=C(CS(=O)c1ccc(C(F)(F)F)cc1[N+](=O)[O-])Oc1ccccc1 (centres undefined)
28: C(=N\Nc1nc(N2CCCC2)nc(N2CCCC2)n1)/c1ccccc1OCc1ccccc1
29: Cc1cc(NC(=O)CSc2nccn2C)no1
30: COc1ccc(NC(=O)C(=O)N2N=C(C(C)C)CC2(O)C(F)(F)F)cc1 (centres undefined)
31: N=c1c2c(-c3ccccc3)c(-c3ccccc3)oc2ncn1CCN1CCOCC1
32: COc1ccc(/C=C/CN2CCC(CO)(Cc3ccccc3Cl)CC2)cc1

Screen / compound no.,25,26,27,28,29,30,31,32
G6PDH counter,-4,11,3,4,3,7,8,17
Diaphorase inh,11,5,-4,16,13,8,25,-5
Diaphorase act,0.9,0.9,1,0.8,0.9,0.9,0.7,1.1
Hsp70 act,0.8,-0.2,0.6,-0.1,0.1,-0.1,-0.1,-0.4
TLR4-MyD88 BLA,4,2,13,-8,-16,10,-6,-9
STAT1 activator,112,98,77,99,106,96,90,102
STAT3 inh,13,9,-51,6,5,-3,-14,1
STAT3 act,95,96,147*,99,104,107,114,104
APP 5UTR inh,-17,2,-3,-23,7,16,-7,-5
STAT1 blocker,-13,1,26,1,-6,4,11,-2

33: CCNc1nc(Oc2ccc(C(=O)OC)cc2)nc(N(C)C)n1
34: Cc1ccc(S(=O)(=O)N(C)CC(=O)N2CCN(c3ccccn3)CC2)cc1
35: CC1CCCCC1NC(=O)COn1nnc2ccc(Cl)cc21 (centres undefined)
36: CCOC(=O)c1cc2c(nc1N)CC(C)(CC)OC2 (centres undefined)
37: CCCC(=O)Nc1ccc(C(=O)N/N=C/c2ccc([N+](=O)[O-])o2)cc1
38: O=C(c1ccc(Cn2cc(Br)cn2)o1)n1cccn1
39: O=C(CSCc1c(F)cccc1Cl)Nc1cccnc1
40: Cc1ccc(S(=O)(=O)N2CCCC2C(=O)NCCc2ccccc2)cc1 (centres undefined)
41: CCC1(Cc2ccccc2)NC(=O)c2ccccc2O1 (centres undefined)
42: Cc1ccc(-n2nnnc2-c2cnn(-c3ccc(F)cc3)c2C(F)(F)F)cc1
43: O=C(C[n+]1ccc(-c2nnc3n2CCC3)cc1)c1ccc(Cl)c(Cl)c1

Screen / compound no.,33,34,35,36,37,38,39,40,41,42,43
G6PDH counter,4,-4,-2,-1,16,-4,4,3,6,4,2
Diaphorase inh,-1,17,1,10,33,9,6,9,1,16,10
Diaphorase act,1,0.8,1,0.9,0.7,0.9,0.9,0.9,1,0.8,0.9
Hsp70 act,-0.1,0.4,-0.1,0.3,0.0,-0.1,-0.4,-0.1,0.0,-0.2,-0.5
TLR4-MyD88 BLA,5,3,-5,-4,-6,7,-3,2,11,-2,1
STAT1 activator,96,97,102,121,93,100,97,101,94,86,108
STAT3 inh,0,1,6,1,-1,-3,25,1,6,24,4
STAT3 act,106,101,95,105,103,105,81,101,100,82,100
APP 5UTR inh,-14,35,-6,-5,96*,-3,-11,4,12,-11,-9
STAT1 blocker,5,3,-2,-23,8,-1,1,-3,6,15,-9

Quoted from the listing:
C=CCSc1nc(=O)n2ccc(C)cc2n1 @ STAT3 inh = 4
CCOc1ccc(N2C(=O)CC(N(CCc3ccc(OC)cc3)C(=O)/C=C/C(=O)O)C2=O)cc1 (centres undefined) @ Hsp70 act = -0.3
CCOc1ccccc1N(CC(=O)Nc1ccc(C)cc1)S(C)(=O)=O @ STAT1 blocker = -3
O=P(c1ccccc1)(c1ccccc1)c1nc(-c2ccc(Cl)cc2)oc1N1CCOCC1 @ APP 5UTR inh = -14
O=C(C[n+]1ccc(-c2nnc3n2CCC3)cc1)c1ccc(Cl)c(Cl)c1 @ Diaphorase inh = 10
